tim23-1 inh = growth inhibitors of tim23-1 mutant yeast, primary screen, luminescence, uHTS; 330,000 tested, 1.3% active; AID 463212, 2010; inhibition, % at 20 µM; S. cerevisiae tim23-1 growth, BacTiter-Glo luminescence, 24 h;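 active means growth inhibition of the mutant yeast at or above 50%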;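 further: temperature-sensitive mutant grown at 25 °C; plate controls were DMSO-treated mutant yeast for no effect and medium wells lacking yeast for full effect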
CHOP UPR activ = activators of apoptotic CHOP UPR arm, primary screen, cell-based, CHO-CHOP luciferase reporter, luminescence, uHTS. UPR activation; percent of tunicamycin response over DMSO baseline. 330,000 tested, 0.34% active. activation, % at 10 µM;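 active means at 10 µM dose, activation of 40% or more, normalized to positive control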;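 further: 100% = tunicamycin at 10 µg/mL and 0% = DMSO alone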
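System: CHO CHOP reporter cells. Amount: 500 cells per well. Buffer or medium: F12 medium, 10% FBS. Compound dosing: one dose, 10 µM in 0.5% DMSO. Incubation: 6 h compound exposure at 37 °C after overnight seeding. Technique: Steady-Glo luciferase luminescence. Benchmarks: tunicamycin and DMSO controls.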
NLRP3 yeast inh = NALP3 inflammasome inhibitors in reconstituted yeast, primary screen, luminescence, uHTS | Yeast reconstituted NLRP3/ASC/caspase-1, beta-gal luminescence, 24 h | inhibition, % at 10 µM | 330,000 tested, 0.39% active | AID 2825, 2010;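 active means inhibition of 50% or more; inactive means inhibition below 50%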;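 further: plate controls were induced DMSO wells for no effect and uninduced yeast grown without galactose for full effect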
UPR XBP1 act = activators of adaptive XBP1 UPR arm, primary screen, cell-based, CHO-XBP1 luciferase reporter, luminescence, uHTS. IRE1-XBP1 UPR activation; percent of tunicamycin response, DMSO as zero. activation, % at 20 µM. 330,000 tested, 0.33% active. AID 463104, 2010;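 active means versus positive control, 20 µM dose yields 30% or more activation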;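 further: 100% = tunicamycin at 10 µg/mL and 0% = DMSO only wells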
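Material: CHO cell line with stable XBP1 luciferase reporter; schedule: 16-18 h cell attachment at 37 °C, then 6 h compound exposure; signal: glow luminescence from Steady-Glo reagent; medium: serum-containing F12 medium, 10% FBS; benchmarks: tunicamycin 10 µg/mL and vehicle-only wells; read-out: percent activation relative to tunicamycin reference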
NR3A LBD binder = binders of NR3A ligand-binding domain, primary screen, biophysical, differential scanning fluorimetry, uHTS; Glutamate receptor ionotropic, NMDA 3A (GRIN3A) ligand-binding domain; NR3A LBD differential scanning fluorimetry, Tm shift; 0% = protein alone, 100% = glycine-bound protein; Tm shift relative to glycine control, % at 25 µM; 340,000 tested, 2.5% active;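 active means melting temperature shift of at least 10% of the positive control shift, at one fixed dose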
tim10-1 inh = growth inhibitors of tim10-1 mutant yeast, primary screen, luminescence, uHTS | S. cerevisiae tim10-1 ts strain growth, BacTiter-Glo, 24 h | inhibition, % at 20 µM | 330,000 tested, 2.2% active | AID 463190, 2010;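 active means inhibition of at least 40%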;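 further: mutant grown at 25 °C; 0% = DMSO wells with yeast and 100% = wells holding no yeast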
APJ ag = agonists of human apelin receptor APJ, primary screen, CHO-K1 cells, PathHunter beta-arrestin, luminescence; 330,000 tested, 0.11% active; AID 2520, 2010; 0% DMSO wells, 100% apelin; activation, % at 20 µM;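 active means activation more than six SD over the plate average, tested at 20 µM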;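 further: 0% = DMSO alone and 100% = apelin-13 at 10 nM; some results filed as inactive read as strong as hits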
Target sequence (P35414 whole entry, looked up): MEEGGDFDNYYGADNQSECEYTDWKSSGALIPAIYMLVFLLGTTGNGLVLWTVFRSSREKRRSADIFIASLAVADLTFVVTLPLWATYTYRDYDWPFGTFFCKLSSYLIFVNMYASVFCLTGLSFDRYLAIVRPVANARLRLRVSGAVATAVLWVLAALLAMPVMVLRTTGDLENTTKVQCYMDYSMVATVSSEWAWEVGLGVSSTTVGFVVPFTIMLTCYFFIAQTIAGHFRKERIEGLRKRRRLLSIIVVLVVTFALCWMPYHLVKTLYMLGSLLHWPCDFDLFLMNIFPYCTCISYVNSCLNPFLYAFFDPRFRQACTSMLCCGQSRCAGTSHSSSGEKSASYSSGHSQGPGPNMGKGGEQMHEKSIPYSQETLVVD
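Assay system – PathHunter CHO-K1 APJ (AGTRL-1) beta-arrestin reporter cells · Compound – one dose, 20 µM compound, 1% DMSO · Timing – compound 90 min 25 °C, reagent 1 h · Measured by – luminescence from split beta-galactosidase complementation, Galacton Star/Emerald II substrate · Measure – beta-arrestin recruitment to APJ as agonist activity, luminescent signal · Benchmarks – DMSO vs Apelin-13 10 nM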
Mdm2-MdmX inh = inhibitors of human Mdm2-MdmX association, primary screen, cell-based, luminescence, split luciferase, SaOS-2, uHTS | SaOS-2 split-luciferase Mdm2/MdmX complementation | 330,000 tested, 3% active | inhibition, % at 8 µM | Protein Mdm4 (Homo sapiens) + E3 ubiquitin-protein ligase Mdm2 (Homo sapiens), … | AID 485346, 2010;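 active means inhibition of at least 50% at 8 µM in the primary screen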
TIM10 inh = growth inhibitors of isogenic TIM10 control yeast, primary screen, counter-screen for tim10-1 yeast inhibitor project, luminescence, uHTS; 330,000 tested, 1.4% active; inhibition, % at 10 µM; AID 463195, 2010; S. cerevisiae TIM10 strain growth, BacTiter-Glo luminescence, 24 h;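 active means inhibition of 40% or more at the single tested concentration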;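 further: wild-type TIM10 isogenic control strain grown at permissive 25 °C; 0% = DMSO yeast wells and 100% = minimal medium wells without yeast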
* hit, by the source's call; x = not tested or not shown.

SMILES	tim23-1 inh	CHOP UPR activ	NLRP3 yeast inh	UPR XBP1 act	NR3A LBD binder	tim10-1 inh	APJ ag	Mdm2-MdmX inh	TIM10 inh
Clc1ccc(OCCOCCOc2cccc3cccnc23)c(Br)c1	44	-1.6	28	-1	-5	15	-2	-2	37
CCn1c2ccccc2c2nnc(SCC(=O)Nc3c(C)n(C)n(-c4ccccc4)c3=O)nc21	13	1.6	6	-1	-1	12	8	19	-22
COc1ccccc1NC(=S)NCc1ccco1	-3	0.8	6	0	0	19	-4	19	0
CCCc1[nH]nc2c1C(c1ccc(O)c(OC)c1)C(C#N)=C(N)O2 (stereo not given)	18	-0.6	-11	-4	-6	26	-4	8	21
COC(=O)c1ccccc1OCCOCCOc1cccc2cccnc12	25	-0.8	-14	1	2	40	1	12	0
COC(=O)CCC(NS(=O)(=O)OCC(Cl)(Cl)Cl)c1ccccc1 (stereo not given)	26	-1.3	8	-1	-1	15	9	-9	21
FC(F)(F)c1cnc(C(c2ccccc2)c2ncn[nH]2)c(Cl)c1 (stereo not given)	11	1.7	13	-2	1	10	-1	0	-9
CN1CCN(C(=O)c2cccc(COc3cc(Cl)ccc3Cl)c2)CC1	16	2.7	5	6	-1	35	-3	-2	17
CCS(=O)(=O)N1CCCC(C(=O)NCCN2CCC(Cc3ccccc3)CC2)C1 (stereo not given)	4	-0.7	21	-1	-1	8	-3	-23	-1
COc1ccc(C(=O)NCCCn2nc(C)cc2C)cc1S(=O)(=O)N1CCOCC1	14	1.3	6	-1	2	11	-5	-7	-5
CCN(CC)CC(=O)Nc1sc2c(c1C(=O)c1ccccc1C)CCC2	32	1.3	8	-4	0	11	-1	8	18
O=C(COc1ccc2c(c1)oc(=O)c1ccccc12)NC(Cc1ccc(Cl)cc1)C(=O)O (stereo not given)	1	0.6	8	2	-2	10	-2	13	6
Cn1cnc(S(=O)(=O)N2CCN(c3ccc(F)cc3)CC2)c1	17	0.2	0	0	-1	14	1	-4	19
Cn1c(-c2ccc(Cl)nc2)nc2cc(Cl)ccc21	10	2.1	24	0	-2	18	-1	-10	-12
CCOC(=O)C1CCN(C(=O)C2CCN(C(=O)c3ccc([N+](=O)[O-])cc3)CC2)CC1	-2	-1.1	13	-10	1	-3	0	18	3
O=C(N/C=N/O)C1=NOC(CNc2ncc(C(F)(F)F)cc2Cl)C1 (stereo not given)	13	0.0	16	3	2	-5	-3	-2	9
COc1ccccc1C(=O)N/C(=C\c1ccccc1)C(=O)NCc1ccco1	23	2.6	-3	-2	1	12	-1	6	-8
O=C(CNc1ccc(F)cc1)N/N=C/C1CC=CCC1 (stereo not given)	-5	0.6	0	1	0	-5	-4	9	4
CCn1cc(C(=O)O)c(=O)c2cc(F)c(N3CCN(C(=S)Nc4ccccc4OC)CC3)cc21	-10	1.7	2	-1	2	1	-4	-8	7
CC1CCCC(C)N1C(=O)CSc1nnc(COc2ccc(F)cc2)o1 (stereo not given)	22	1.6	22	3	1	11	-1	3	1
CC1CCCCC1NC(=O)CN1C(=O)c2ccccc2S1(=O)=O (stereo not given)	9	-0.6	15	-6	-1	0	-7	20	8
Cc1ccccc1OCc1nc(-c2cccnc2)no1	1	1.4	29	1	-1	18	-2	-14	-7
COc1ccc(C(=O)Cn2nnc(-c3ccccc3-n3cnnn3)n2)cc1	9	-0.1	6	-3	-2	8	1	-1	8
COc1ccc(C)c(NC(=O)C2CC(=O)NC3=C2C(=O)CCC3)c1 (stereo not given)	6	1.5	2	-1	1	-10	0	4	3
O=C(OCCN1CCCCC1)c1ccccc1Cl	-5	4.5	11	0	-2	10	-14	0	7

Two consecutive records already listed, for reference:
SMILES	tim23-1 inh	CHOP UPR activ	NLRP3 yeast inh	UPR XBP1 act	NR3A LBD binder	tim10-1 inh	APJ ag	Mdm2-MdmX inh	TIM10 inh
Clc1ccc(OCCOCCOc2cccc3cccnc23)c(Br)c1	44	-1.6	28	-1	-5	15	-2	-2	37
CCn1c2ccccc2c2nnc(SCC(=O)Nc3c(C)n(C)n(-c4ccccc4)c3=O)nc21	13	1.6	6	-1	-1	12	8	19	-22

Rewritten field by field: entries from further up.
COc1ccc(C)c(NC(=O)C2CC(=O)NC3=C2C(=O)CCC3)c1 (stereo not given)
  tim23-1 inh: 6; CHOP UPR activ: 1.5; NLRP3 yeast inh: 2; UPR XBP1 act: -1; NR3A LBD binder: 1; tim10-1 inh: -10; APJ ag: 0; Mdm2-MdmX inh: 4; TIM10 inh: 3

COc1ccccc1NC(=S)NCc1ccco1
  tim23-1 inh: -3; CHOP UPR activ: 0.8; NLRP3 yeast inh: 6; UPR XBP1 act: 0; NR3A LBD binder: 0; tim10-1 inh: 19; APJ ag: -4; Mdm2-MdmX inh: 19; TIM10 inh: 0

CC1CCCCC1NC(=O)CN1C(=O)c2ccccc2S1(=O)=O (stereo not given)
  tim23-1 inh: 9; CHOP UPR activ: -0.6; NLRP3 yeast inh: 15; UPR XBP1 act: -6; NR3A LBD binder: -1; tim10-1 inh: 0; APJ ag: -7; Mdm2-MdmX inh: 20; TIM10 inh: 8

CCOC(=O)C1CCN(C(=O)C2CCN(C(=O)c3ccc([N+](=O)[O-])cc3)CC2)CC1
  tim23-1 inh: -2; CHOP UPR activ: -1.1; NLRP3 yeast inh: 13; UPR XBP1 act: -10; NR3A LBD binder: 1; tim10-1 inh: -3; APJ ag: 0; Mdm2-MdmX inh: 18; TIM10 inh: 3

Returning to the listing, repeating the 5 entries before the break.
SMILES	tim23-1 inh	CHOP UPR activ	NLRP3 yeast inh	UPR XBP1 act	NR3A LBD binder	tim10-1 inh	APJ ag	Mdm2-MdmX inh	TIM10 inh
CC1CCCCC1NC(=O)CN1C(=O)c2ccccc2S1(=O)=O (stereo not given)	9	-0.6	15	-6	-1	0	-7	20	8
Cc1ccccc1OCc1nc(-c2cccnc2)no1	1	1.4	29	1	-1	18	-2	-14	-7
COc1ccc(C(=O)Cn2nnc(-c3ccccc3-n3cnnn3)n2)cc1	9	-0.1	6	-3	-2	8	1	-1	8
COc1ccc(C)c(NC(=O)C2CC(=O)NC3=C2C(=O)CCC3)c1 (stereo not given)	6	1.5	2	-1	1	-10	0	4	3
O=C(OCCN1CCCCC1)c1ccccc1Cl	-5	4.5	11	0	-2	10	-14	0	7
COc1ccc(C(=O)CSc2n[nH]c(=O)[nH]c2=O)cc1	9	1.1	11	1	-1	-7	-3	0	-3
CCc1ccccc1N(CC(=O)Nc1cccc(N(C)S(C)(=O)=O)c1)S(C)(=O)=O	0	0.6	8	-3	1	-11	0	-7	-9
CC1O[C@H](OC2C(COC3OC(CO)C(O)[C@H](O)C3O)OC(OC3CC[C@]4(C)C(CC[C@@]5(C)[C@@H]4C=C[C@]46OC[C@@]7(CCC(C)(C)C[C@H]74)C(O)C[C@@]56C)C3(C)C)C(O)C2O)C(O)C(O)C1O (stereo not given in full)	6	4.8	18	-3	-3	15	-2	-5	7
O=C(Nc1ccccc1C(=O)N1CCCCC1)NC1CCCCC1	8	-0.4	-13	-2	1	22	-1	17	-12
CC(=O)NCCC(=O)N(C)CC1CCN(CCc2cccc(C(F)(F)F)c2)CC1	-7	0.0	14	-3	0	7	-3	19	-1
Fc1ccc(NC(=S)NC2CC3CCCC(C2)N3Cc2cccs2)cc1 (stereo not given)	-3	-0.3	12	0	0	6	3	-3	10
Cc1ccc(S(=O)(=O)NN2C(=O)c3ccccc3NC2c2ccccn2)cc1 (stereo not given)	14	-1.6	9	0	0	-2	-1	2	8
Cc1ccc(-c2cc3c(n2-c2ccc(C(=O)O)cc2)CCCC3=O)cc1	-13	2.0	1	1	-4	-1	-1	-24	-7
Cc1c(N2C(=O)c3ccc4c5c(ccc(c35)C2=O)CC4)c(=O)n(-c2ccccc2)n1C	-5	-1.4	18	-4	-1	-4	-2	12	7
O=C(NCC(c1ccco1)N1CCCC1)c1ccccc1F (stereo not given)	-3	0.9	-7	4	1	3	-5	15	8
COc1ccc(Cl)cc1-c1nc(N)nc(N(C)C)n1	8	-0.6	-4	2	2	16	0	-13	-3
CCc1ccc(OC)c(S(=O)(=O)Nc2ccc(Cc3ccncc3)cc2)c1	28	4.9	16	-1	0	34	4	22	14
Cn1nnnc1Sc1ncnc2scc(-c3cc4ccccc4o3)c12	71*	86*	33	-7	-11	26	-2	100*	33
CC(=O)c1cccc(NC(=O)NNC(=O)CCC(=O)Nc2ccc(C)c(C)c2)c1	-10	1.2	10	-3	2	-7	-4	37	-1
Cc1oc2c(c(=O)c1C)C(=O)CC(c1ccccc1)C2 (stereo not given)	20	-0.5	10	3	-1	8	-4	16	10
O=C(CCS(=O)(=O)c1ccc(Br)cc1)Nc1ccccn1	4	1.0	7	-2	0	19	-2	6	12
COC(=O)Cc1nnc(NC(=O)C(C)C)s1	2	-1.3	-1	2	3	2	-4	25	-3
CC1CCCN(c2nc3ccccc3nc2C(C#N)C(=O)OC2CCCCC2)C1 (stereo not given)	6	1.1	8	0	x	29	-3	23	5
Cc1cc(NC(=O)c2c(-c3c(F)cccc3Cl)noc2C)no1	6	-0.1	-8	1	1	12	0	-9	18
CN(C)CCN(C(=O)C1CCCCC1)c1nc2cc3c(cc2s1)OCO3	15	-0.1	28	-3	-1	16	-2	-16	12
CCOC(=O)C(c1ccccc1)C(Nc1ccc(F)cc1)c1ccccn1 (stereo not given)	33	0.2	8	-4	-1	21	-3	-2	1

Assay outcomes from PubChem.
